From PubChem BioAssay
HCMV inh: blocks human cytomegalovirus replication; 4.5% of 410,000 active; activity change, negative = inhibition, % at 57.5 µM; HFF cells, HCMV-luciferase reporter, 72 h; stronger effect = lower value; in the data active means activity change below about -60%; inconclusive means no clear call, values can overlap the other calls; inactive means above about -39%
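Two-dose cell screen: HFF monolayers treated with compounds and infected with luciferase-expressing HCMV at 1 PFU/cell, 72 h at 37C, then lysed for luciferase measurement.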
AmpC detergent: blocks E. coli AmpC beta-lactamase in detergent assay | 0.041% of 370,000 active | P00811 | Potency, µM (doses to about 114 µM), inactives show at the top dose activity change, negative = inhibition, hits mostly inhibitors | AmpC hydrolysis of nitrocefin, absorbance 480 nm, 0.01% Triton;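 further: potency means the concentration at half of the fitted maximal effect; 0% = no-compound wells and -100% = no-enzyme wells; nearly all actives have a fitted effect of over 25% in size; some results filed as inactive show a strong effect at the top dose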
Target sequence (P00811 whole entry, looked up): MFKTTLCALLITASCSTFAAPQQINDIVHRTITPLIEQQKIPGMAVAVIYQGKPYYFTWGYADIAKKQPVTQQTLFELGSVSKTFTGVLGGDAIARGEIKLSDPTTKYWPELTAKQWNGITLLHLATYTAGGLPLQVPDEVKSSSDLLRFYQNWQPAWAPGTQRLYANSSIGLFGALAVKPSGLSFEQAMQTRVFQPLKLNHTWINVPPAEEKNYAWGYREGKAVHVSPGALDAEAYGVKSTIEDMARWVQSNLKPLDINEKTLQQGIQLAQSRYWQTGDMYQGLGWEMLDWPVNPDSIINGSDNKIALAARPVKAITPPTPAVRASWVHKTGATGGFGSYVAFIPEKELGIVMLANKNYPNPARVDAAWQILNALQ
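20 mM phosphate pH 7.0 + 0.01% (detergent screen) or 0.0001% Triton X-100; 5.3 nM AmpC reagent; cpd preinc 15 min RT; nitrocefin (800 uM stock) to start; A480 q20 s × 4 min; Activity was normalised to no-enzyme and no-compound control wells.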
AMA1-RON2 inh: inhibitors of Plasmodium falciparum AMA1-RON2 interaction | AlphaScreen AMA1-biotinylated RON2 peptide binding | Potency, µM (highest dose often 58.2 µM), for the others: at the top dose activity change, negative = inhibition, usual class: inhibitors | 0.2% of 360,000 active | AID 720542;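 further: potency means the concentration at half of the fitted maximal effect; 0% = vehicle wells and -100% = peptide control; nearly all actives have a fitted effect of over 45% in size; some results filed as inactive show a strong effect at the top dose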
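AMA1 (3D7) with his tag at 25 nM final met compounds first, then biotinylated RON2 peptide at 25 nM; detection used donor plus acceptor beads, 10 µg/mL apiece, read by AlphaScreen after 30 min at room temperature.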
Sm TGR inh: blocks Schistosoma mansoni thioredoxin glutathione reductase; Q962Y6; purified TGR, DTNB reduction, TNB absorbance 405 nm; Potency, µM (doses to about 114 µM), without a hit: at the top dose activity change, negative = inhibition, actives largely listed as inhibitors; 3% of 360,000 active; further: potency means the concentration at half of the fitted maximal effect; nearly all actives have a fitted effect of over 60% in size
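Kinetic colorimetric format: TGR-catalysed, NADPH-driven DTNB reduction monitored via TNB absorbance. Enzyme dispensed at 20 nM; compound exposure 15 min at room temperature before reaction start.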
FBPA Giardia inh: blocks Giardia fructose-bisphosphate aldolase activity; A8B2U2; purified Giardia FBPA; Potency, µM (titrated, usually from 59.6 µM), inactives show top-dose activity, negative = inhibition, actives largely listed as inhibitors; 0.71% of 290,000 active; further: potency means the concentration at half of the fitted maximal effect; nearly all actives have a fitted effect of over 55% in size
Target sequence (A8B2U2 whole entry, looked up): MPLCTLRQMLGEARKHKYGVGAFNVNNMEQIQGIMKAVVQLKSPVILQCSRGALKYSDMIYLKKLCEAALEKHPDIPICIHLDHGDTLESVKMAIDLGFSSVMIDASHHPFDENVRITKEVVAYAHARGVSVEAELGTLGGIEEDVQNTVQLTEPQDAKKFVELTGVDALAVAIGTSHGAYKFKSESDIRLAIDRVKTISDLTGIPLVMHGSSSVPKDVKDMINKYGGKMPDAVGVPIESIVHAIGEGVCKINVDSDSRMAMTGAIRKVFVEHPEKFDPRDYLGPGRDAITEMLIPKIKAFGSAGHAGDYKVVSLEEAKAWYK
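Giardia FBPA (40 nM reagent) was preincubated 10 min at RT with compound (up to 57.5 uM final), then substrate plus GAPDH/TPI/NAD/arsenate coupling system with diaphorase/resazurin was added; resorufin fluorescence (525/598 nm) was read after 20 min.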
HCV inhibitor: HCV inhibition | Huh7.5.1 HCVcc-Cre infection, luciferase reporter, 44 h | Potency, µM (series often up to 41.8 µM), without a hit: top-dose activity change, negative = inhibition, most hits filed as inhibitors | 3.4% of 340,000 active | AID 651820; further: potency means the concentration at half of the fitted maximal effect
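Cells (1,000/well) were plated 4 h before compound, then infected with HCVcc-Cre virus (~0.5 moi). After 44 h further culture, infection was read as luciferase luminescence following a 15 min substrate incubation at room temperature.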
* hit, by the source's call; ? = inconclusive; . = no result given; & = joins results of further samples; [ ] = dose if it differs, or a comment. Unless noted, the call rests on the fitted dose curve; in most records, active means well fitted curve in the direction sought with a large enough effect; inconclusive means small, poorly fitted or top-dose-only effect, or another doubt; inactive means no such curve, though single readings can be large; an effect the other way counts as inactive or inconclusive. Unless noted, on the % scale 0 is the no-effect control and ±100 the full control effect. Hits appear at their usual frequency; overall some 9.3% were active at least once.

[1] COc1ccc(/C=N/NC(=O)c2cnccn2)cc1O
[2] NC(=O)c1nsc(C(=O)N(CC(=O)NCc2ccco2)c2ccccc2F)c1N
[3] CCc1nnc(NC(=O)Cn2ccc(C(F)(F)F)n2)s1
[4] COc1ccc(/C=N/OCC(=O)NCc2cccs2)c(OC)c1
[5] CN(CC(=O)Nc1ccccc1Cl)C(=O)Cn1cc(C(F)(F)F)ccc1=O
[6] Cn1ccnc1C(OC(=O)c1ccc(Cl)cc1)C(F)(F)F (stereo not given)
[7] O=S(=O)(NCCn1cccc1)c1ccc2ccccc2c1
[8] COc1ccc(CCNC(=O)CN(c2ccccc2)S(=O)(=O)N(C)C)cc1OC

Assay by compound	1	2	3	4	5	6	7	8
HCMV inh	12	-17	16	-31	103	-22	-9	7
AmpC detergent	-8%	6%	-7%	0%	7%	-4%	4%	6%
AMA1-RON2 inh	2%	15%	8%	-11%	0%	-9%	-5%	.
Sm TGR inh	4%	?	0%	-1%	1%	-10%	3%	3%
FBPA Giardia inh	-9%	-1%	-4%	-1%	.	-23%	3%	.
HCV inhibitor	13%	-10%	18%	?	14%	-25%	10%	.

[9] O=C(Cn1ncc2c3ccccc3n(Cc3ccccc3F)c2c1=O)N1CCC2(CC1)OCCO2
[10] Cc1ccc(C)c(S(=O)(=O)C(C#N)c2nc3ccccc3nc2N2CCCC2)c1 (stereo not given)
[11] COc1cccc(OCC(=O)NNC(=O)C(=O)Nc2cccc(C)c2)c1
[12] COc1ccc(-c2cn3cccc(C)c3n2)cc1Br
[13] COC(=O)[C@@H](NC(=O)NC(C)CCc1ccccc1)C(C)C (stereo not given in full)
[14] CCOc1ccccc1N1CCN(C(=O)c2ccc(NS(=O)(=O)c3ccc4[nH]c(=O)[nH]c4c3)cc2)CC1
[15] Cc1cc(C)n2c(SCC(=O)NCc3ccco3)nnc2n1
[16] CC(C)(C)n1nnnc1C(c1cccc(C(F)(F)F)c1)N1CCC(O)CC1 (stereo not given)

Assay by compound	9	10	11	12	13	14	15	16
HCMV inh	8	12	28	211	?	18	-10	0
AmpC detergent	-6%	-7%	-1%	-3%	-11%	-3%	-11%	-5%
AMA1-RON2 inh	-3%	6%	98%[activator]	-8%	0%	-12%	-8%	4%
Sm TGR inh	2%	-12%	-9%	-13%	?	-2%	-2%	.
FBPA Giardia inh	-3%	?	.	-3%	-5%	.	1%	11%
HCV inhibitor	-15%	-9%	15%	-27%	1%	-18%	15%	1%

[17] CCOc1ccc(NC(=O)c2ccc(Cn3nc(C)cc3C)o2)cc1
[18] CN(C)C(CNC(=O)c1cc(S(=O)(=O)N(C)Cc2ccccc2)ccc1Cl)c1ccco1 (stereo not given)
[19] CC(=O)c1c(C)[nH]c(C(=O)COC(=O)c2c(C)noc2C)c1C
[20] COc1ccc(C(=O)Nc2ccc(NC(=O)c3ccccn3)cn2)cc1
[21] CC1=C(C(=O)Nc2ccccc2)C(c2cccs2)n2nc(SCc3ccccc3)nc2N1 (stereo not given)
[22] COc1ccc(NC(=O)C/C(C)=N/NC(=O)C(=O)NC(C)C)c(OC)c1
[23] C=CCn1c(SCC(=O)NC23CC4CC(CC(C4)C2)C3)nc2cc(C(=O)O)ccc2c1=O
[24] COc1ccc2sc(-c3ccc(S(C)(=O)=O)cc3)c(-c3ccc4c(c3)OCCO4)c2c1

Assay by compound	17	18	19	20	21	22	23	24
HCMV inh	-13	-27	-18	-32	-8	-32	?	-38
AmpC detergent	1%	-9%	0%	-9%	5%	-6%	?	.
AMA1-RON2 inh	-1%	24%	9%	4%	.	43%[activator]	20%	2%
Sm TGR inh	7%	-20%	1%	0%	7%	.	-9%	.
FBPA Giardia inh	5%	.	.	0%	.	-9%	6%	.
HCV inhibitor	?	?	-8%	-20%	.	0%	8%	?

Given with two lines to a compound: 2 of the compounds above
Fields: HCMV inh, AmpC detergent, AMA1-RON2 inh, Sm TGR inh, FBPA Giardia inh, HCV inhibitor
14: CCOc1ccccc1N1CCN(C(=O)c2ccc(NS(=O)(=O)c3ccc4[nH]c(=O)[nH]c4c3)cc2)CC1
    18, -3%, -12%, -2%, ., -18%
15: Cc1cc(C)n2c(SCC(=O)NCc3ccco3)nnc2n1
    -10, -11%, -8%, -2%, 1%, 15%

An excerpt from further up, as a working copy:
[2] NC(=O)c1nsc(C(=O)N(CC(=O)NCc2ccco2)c2ccccc2F)c1N
[3] CCc1nnc(NC(=O)Cn2ccc(C(F)(F)F)n2)s1
[4] COc1ccc(/C=N/OCC(=O)NCc2cccs2)c(OC)c1
[5] CN(CC(=O)Nc1ccccc1Cl)C(=O)Cn1cc(C(F)(F)F)ccc1=O
[6] Cn1ccnc1C(OC(=O)c1ccc(Cl)cc1)C(F)(F)F (stereo not given)
[7] O=S(=O)(NCCn1cccc1)c1ccc2ccccc2c1
[8] COc1ccc(CCNC(=O)CN(c2ccccc2)S(=O)(=O)N(C)C)cc1OC
[9] O=C(Cn1ncc2c3ccccc3n(Cc3ccccc3F)c2c1=O)N1CCC2(CC1)OCCO2
[10] Cc1ccc(C)c(S(=O)(=O)C(C#N)c2nc3ccccc3nc2N2CCCC2)c1 (stereo not given)
[11] COc1cccc(OCC(=O)NNC(=O)C(=O)Nc2cccc(C)c2)c1

Assay by compound	2	3	4	5	6	7	8	9	10	11
HCMV inh	-17	16	-31	103	-22	-9	7	8	12	28
AmpC detergent	6%	-7%	0%	7%	-4%	4%	6%	-6%	-7%	-1%
AMA1-RON2 inh	15%	8%	-11%	0%	-9%	-5%	.	-3%	6%	98%[activator]
Sm TGR inh	?	0%	-1%	1%	-10%	3%	3%	2%	-12%	-9%
FBPA Giardia inh	-1%	-4%	-1%	.	-23%	3%	.	-3%	?	.
HCV inhibitor	-10%	18%	?	14%	-25%	10%	.	-15%	-9%	15%

[12] COc1ccc(-c2cn3cccc(C)c3n2)cc1Br

Assay by compound	12
HCMV inh	211
AmpC detergent	-3%
AMA1-RON2 inh	-8%
Sm TGR inh	-13%
FBPA Giardia inh	-3%
HCV inhibitor	-27%

Next section:
[25] COc1ccc(C(C(=O)NCC2CCCO2)N(Cc2ccccc2)C(=O)CNC(=O)c2ccco2)cc1OC (stereo not given)
[26] Cc1cc2ccccc2cc1CN1CCCCC1
[27] COC(=O)CN1C(=O)C2(C(C(=O)OC)=C(N)Oc3ccccc32)C2=C1CC(C)(C)CC2=O (stereo not given)
[28] COc1ccc(CCN=C(N)NS(=O)(=O)c2ccc(C)c(C)c2)cc1
[29] Cc1cc2nc3c(c(C(F)(F)F)n2n1)CCCC3
[30] O=C(CCc1nc(-c2ccc(Cl)cc2)no1)OCc1ccc(Br)cc1
[31] O=C(NCc1ccc2c(c1)CCN2C(=O)c1ccccc1)c1ccccc1
[32] CCNC(=S)Nc1sc2c(c1C#N)CCC(C)C2 (stereo not given)

Assay by compound	25	26	27	28	29	30	31	32
HCMV inh	?	61	9	-11	-31	-6	14	16
AmpC detergent	-13%	4%	-7%	-1%	1%	.	6%	1%
AMA1-RON2 inh	39%[activator]	-3%	2%	6%	-2%	50%[activator]	.	-11%
Sm TGR inh	-7%	0%	1%	-6%	0%	.	2%	-28%
FBPA Giardia inh	15%	14%	-1%	6%	4%	.	.	-15%
HCV inhibitor	-6%	14%	8%	-12%	18%	1%	.	?

[33] O=C(NCc1ccccc1)C(c1ccncc1)N(C(=O)c1csnn1)c1cccc(F)c1 (stereo not given)
[34] O=C(CN1CCN(Cc2ccc(Cl)cc2)CC1)N1CCc2ccccc21
[35] Cc1cc(C)c(OCCCON2C(=O)CCC2=O)c(Br)c1
[36] Cc1ccc(C2=Nc3ccc(Br)cc3C(c3ccncc3)=NN2)cc1
[37] COC(=O)CC1SC(=O)NC1=Nc1ccc(O)cc1 (stereo not given)
[38] CCS(=O)(=O)N1CCc2cc(C(=O)NCCc3ccc(OC)c(OC)c3)ccc21
[39] COc1ccc(C(C(=O)NCc2ccccc2)N(Cc2ccco2)C(=O)c2cnccn2)cc1 (stereo not given)
[40] CCn1c(=O)c(=O)[nH]c2c(=O)oc3ccc(S(=O)(=O)Nc4ccccc4)cc3c21

Assay by compound	33	34	35	36	37	38	39	40
HCMV inh	-29	9	-26	0	28	-3	-21	-22
AmpC detergent	-1%	2%	-2%	10%	-7%	2%	1%	3%
AMA1-RON2 inh	19%	-4%	8%	-19%	5%	.	-1%	45%[activator]
Sm TGR inh	4%	-17%	6%	4%[57.1 µM]	-2%	-7%	0%	-30%
FBPA Giardia inh	8%	-12%	-3%	-4%	1%	.	0%	13%
HCV inhibitor	4%	?	-1%	-15%	12%	.	-6%	6%

[41] COc1ccc(NC(=O)c2cc3ccccc3o2)c(OC)c1
[42] Cc1ccc(OCC(=O)N(C)CCc2ccccn2)cc1
[43] CC1CCC(NC(=O)Cn2ncc3c4ccccc4n(Cc4ccc(Cl)cc4)c3c2=O)CC1 (stereo not given)
[44] COc1ccc(Nc2nnc(C)c3ccccc23)cc1C(N)=O
[45] COc1ccc(N2C(=O)NC(NS(=O)(=O)c3ccc(Cl)cc3)(C(F)(F)F)C2=O)cc1 (stereo not given)
[46] COc1ccc(Cl)cc1C(=O)Nn1cnnc1
[47] CC(NC(=O)C(c1ccccc1)c1ccccc1)c1ccc(S(N)(=O)=O)cc1 (stereo not given)
[48] CCCN1C(=O)CN(C2CCCCCC2)C(=O)C1c1ccc(C)cc1 (stereo not given)

Assay by compound	41	42	43	44	45	46	47	48
HCMV inh	41	16	10	3	5&6	2	?	-28
AmpC detergent	8%	-9%	-5%	?	-7%&-4%	-16%	?	1%
AMA1-RON2 inh	.	-22%	.	-17%	8%	11%	-7%	11%
Sm TGR inh	18%	?	5%	7%	-2%&16%	-19%	7%	0%
FBPA Giardia inh	.	?	.	-10%	-4%	-7%	0%	2%
HCV inhibitor	.	14%	.	-11%	1%	12%	3%	6%

[49] COc1cccc(OCc2nc(-c3cccc([N+](=O)[O-])c3)no2)c1
[50] O=C(NCCCN1CCCC1=O)c1ccc(S(=O)(=O)Nc2ccccc2F)cc1
[51] COc1ccc(CNC(=O)CN(Cc2ccccc2F)C(=O)c2csnn2)cc1
[52] CC(C)(C)c1ccc(C(=O)O/N=C(\N)c2ccccn2)cc1
[53] Cc1ccccc1C(=O)N1CCCN(C(=O)c2ccccc2C)CC1
[54] CCNc1nc(Oc2ccc(C(=O)OC)cc2)nc(SC)n1
[55] CCOC(=O)c1cc(-c2ccccc2)n(CCC(=O)Nc2ccc(OC)c(Cl)c2)c1C
[56] O=S(=O)(c1ccccc1)N1CCC(n2cnc3ccccc32)CC1
[57] Cc1oc(/C=N/NS(=O)(=O)c2ccccc2)cc1Br
[58] CC1CN(C(=O)COc2ccc3c(-c4ccccc4)cc(=O)oc3c2)CC(C)O1 (stereo not given)

Assay by compound	49	50	51	52	53	54	55	56	57	58
HCMV inh	80	-2	3	-99*	49	15	0	-32	-30	?
AmpC detergent	-3%	-13%	-11%	-4%	?	-8%	3%	-6%	-2%	2%
AMA1-RON2 inh	?	0%	16%	43%[activator]	16%	?	.	19%	1%	-5%
Sm TGR inh	-8%	1%	-13%	-5%	8%	-11%	-14%	7%	0.11µM*	-5%
FBPA Giardia inh	1%	.	1%	4%	5%	4%	.	-3%	2%	.
HCV inhibitor	-14%	9%	9%	?	3%	?	.	?	24%	-25%
